# OX1R antag-1 = antagonists of human orexin 1 receptor (OX1R). Orexin/Hypocretin receptor type 1 (Homo sapiens), O43613. OX1R-expressing cells, FRET antagonist read-out. inhibition, % at 6.6 µM. 330,000 compounds, 1.8% hits. AID 485270, 2010; in the data active means inhibition mostly above about 38%, no sharp cut-off; inactive means mostly below about 40%;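 further: 0% = agonist challenge alone and 100% = reference antagonist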
# Target sequence (O43613 whole entry, looked up): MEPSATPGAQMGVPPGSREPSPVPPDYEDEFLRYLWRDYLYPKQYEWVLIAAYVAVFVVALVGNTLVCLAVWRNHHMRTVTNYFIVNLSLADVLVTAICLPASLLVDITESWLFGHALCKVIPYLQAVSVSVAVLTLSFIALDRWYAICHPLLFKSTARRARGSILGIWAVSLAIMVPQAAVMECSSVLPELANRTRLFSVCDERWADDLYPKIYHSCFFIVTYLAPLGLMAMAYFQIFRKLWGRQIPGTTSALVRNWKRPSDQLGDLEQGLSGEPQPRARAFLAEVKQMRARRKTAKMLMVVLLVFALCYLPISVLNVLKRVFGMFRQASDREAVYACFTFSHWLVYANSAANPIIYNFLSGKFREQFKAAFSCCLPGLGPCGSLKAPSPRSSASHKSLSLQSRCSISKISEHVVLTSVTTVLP
# OX1R antag-2 = OX1R (HCRTR1) antagonists, primary screen, fluorescence, CHO/OX1R cells, Fluo-8 calcium, orexin A | inhibition, % at 5 µM | Fluo-8 calcium fluorescence | 330,000 compounds, 0.43% hits | AID 434989, 2010;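 active means inhibition above its plate's threshold, mean inhibition of all tested compounds on the plate plus 3 SD, cut at about 37% in these data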;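 further: 0% = orexin A challenge wells and 100% = SB-334867-A antagonist wells; not every result past the cut was called active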
# An asterisk follows results filed as active.
No.	structure	OX1R antag-2	OX1R antag-1
1	CCOc1cccc(OCCOCCn2cnc3ccccc3c2=O)c1	-20	26
2	O=C(c1cccc(C(F)(F)F)c1)N1CCOc2ccccc21	-21	16
3	O=c1c2[nH]cnc2n(-c2ccccc2)c(=O)n1Cc1ccccc1	1	-3
4	CC(C)(CC(=O)O)CC(=O)O	0	26
5	COC(=O)C(C)n1nc(C)n(-c2ccc(C)cc2)c1=O (centres undefined)	-13	6
6	COC(=O)/C(=C/c1cccc([N+](=O)[O-])c1)NC(=O)c1ccc(OC)cc1	-12	28
7	CC(=O)c1cc(C#N)c(SCC(=O)OC(C)(C)C)nc1C	-20	9
8	COc1ccc(C(CNC(=O)CCNC(=O)c2ccccc2Cl)N2CCCC2)cc1 (centres undefined)	-3	1
9	CCOc1ccc(NC(=O)COc2ccc(C(=O)NCC3CCCO3)cc2OC)cc1 (centres undefined)	-9	12
10	CCOc1ccc(OCCCCNCCN)cc1	-8	9
11	CC(NC(=O)C(=O)N/N=C\c1ccc([N+](=O)[O-])cc1)c1ccccc1 (centres undefined)	-13	44
12	Cc1ccc([C@@H]2CC=C(C(=O)O)[C@H](c3ccc(Cl)cc3)N2S(=O)(=O)c2ccccc2C)cc1	33	49*
13	COc1ccc(N2CC(C(=O)Nc3c4c(nn3-c3ccc(OC)cc3)CS(=O)(=O)C4)CC2=O)cc1 (centres undefined)	-6	26
14	CCNC(=O)C1CC(=O)OC12CCCCC2 (centres undefined)	-12	12
15	O=C(NNc1cc(N2CCCC2)nc(N2CCCC2)n1)c1ccc([N+](=O)[O-])cc1	-43	4
16	O=C(NCC1OCCc2ccccc21)C1COc2ccccc2O1 (centres undefined)	-8	25
17	CN(CCN1CCOCC1)C(=O)c1cc(COc2ccc(F)c(F)c2)on1	-6	9
18	O=C(NNC(=O)c1ccccc1-n1cccc1)c1ccc(Cl)c(Cl)c1	-13	28
19	CCN(CC)c1ccc(S(=O)(=O)N2CCOCC2)cc1NC(=O)CSC(=S)N1CCCC1	-37	-9
20	CCCCN(C(=O)NCCCCCCNC(=O)N(CCCC)C1CCS(=O)(=O)C1)C1CCS(=O)(=O)C1 (centres undefined)	-8	-3
21	CCOC(=O)CNC(=O)N1CCc2ccc(NC(=O)c3ccccc3Cl)cc2C1	-20	2
22	Cn1c(=O)c2c(nc(NN=C3CCCCC3)n2C)n(C)c1=O	-3	51
23	CC(=O)C1=C(O)C(=O)N(C)C1c1ccccc1F (centres undefined)	-12	7
24	COC(=O)c1cc(=O)nc2sc3cc(OC)ccc3n12	-11	12
25	O=C(Nc1cccc(-c2ccc(N3CCOCC3)nn2)c1)c1ccccc1Cl	-13	8
26	CCN(CC(=O)NC1CCCCCC1)S(=O)(=O)c1ccccc1	-34	23
27	CC(=O)NS(=O)(=O)c1ccc(NC(=O)CSc2ccccc2)cc1	5	-1
28	Cn1c(=O)n(C)c2cc(C(=O)Nc3ccc4c(c3)OCO4)ccc21	-14	2
29	Cc1ccc(C)c(-n2c(SCC(=O)NCC3CCCO3)nnc2-c2ccoc2C)c1 (centres undefined)	-26	18
30	Cc1cc(C)c2nc(N3CCC(C(=O)N4CCN(C(=O)c5ccco5)CC4)CC3)sc2c1	-40	1
31	COc1cccc(NC(=O)C2CCN(S(=O)(=O)c3ccc4c(c3)NC(=O)CO4)CC2)c1	-10	4
32	COCCC(=O)NC1CCCc2c1cnn2-c1cccc(C)c1C (centres undefined)	-10	8
33	COc1ccc(NC(=O)CSCC(=O)Nc2cccc(S(=O)(=O)N3CCCCCC3)c2)cc1	-26	16
34	CCC1CCCCN1C(=O)CCc1nnc(Cc2cc(OC)ccc2OC)o1 (centres undefined)	-33	5
35	CC(C)N(Cc1ccccc1)C(=O)CN1C(=O)NC(Cc2ccccc2)(c2ccccc2)C1=O (centres undefined)	28	81*
36	COc1ccccc1-c1c(NC(=O)c2ccco2)n(C)c2ccccc2c1=O	-5	5
37	CSc1nc(Oc2ccc(F)cc2F)cc(C(F)(F)F)n1	3	28
38	Cc1ccccc1N1CCN(CCC(=O)Nc2ccc(F)cc2)CC1	-12	6
39	CN(C(=O)CSc1n[nH]c(N)n1)C1CCCCC1	-10	4
40	Cc1ccc(NC(=O)CSc2nc(O)c(Cc3ccccc3)c(=O)n2-c2ccccc2)cc1	-25	14
41	O=C1CCN(Cc2ccccc2)C=C1c1ccc(Cl)cc1	-6	6
42	Fc1ccc(-c2ccc(CNCc3ccccn3)o2)cc1	-2	4
43	Cc1ccc2nc(N(CCCN(C)C)C(=O)c3ccc4c(c3)CCCC4)sc2c1	-4	-1
44	Cn1cc(Br)c(C(=O)Nc2ncc(Br)s2)n1	20	3
45	CN(C)CCCn1c(=O)n(CCc2ccccc2)c(=O)c2c3c(sc21)CCCCC3	-24	1
46	COC(=O)c1ccc(NC(=O)CN2C(=O)CCC2=O)cc1	-1	14
47	O=S(=O)(Cc1ccccc1)N1CCN(c2ncccn2)CC1	-9	11
48	O=[N+]([O-])c1ccc(Cl)c(NC2=NCCCCC2)c1	9	20
49	Cc1oc(-c2cccc(Cl)c2)nc1CN1CCCC(C(=O)NCCCN2CCOCC2)C1 (centres undefined)	-30	15
50	Cc1ccc(C(=O)Cn2cccn2)cc1	-11	11

# Continuation.
No.	structure	OX1R antag-2	OX1R antag-1
51	O=C(COc1ccc(Cc2ccccc2)cc1)c1ccc(F)cc1	-42	0
52	COc1ccc(OC)c(-c2csc(NC(=O)c3ccc4c(c3)OCO4)n2)c1	-26	35
53	COc1ccc(C(=O)Oc2c(CN3CCOCC3)cc(Cl)c3cccnc23)cc1OC	-3	10
54	CCc1cc2c(SCC#N)ncnc2s1	-8	13
55	COc1ccc(S(=O)(=O)N2CCCC2CNC(=O)C(=O)NCc2ccccc2)cc1 (centres undefined)	-26	11
56	COc1ccc2c(c1OC)C(=O)N(c1ncn[nH]1)C2	-13	18
57	Cc1cc(C)nc(NS(=O)(=O)c2ccc(NS(=O)(=O)c3ccccc3)cc2)n1	-2	23
58	COC(=O)c1ccc(CNC(=O)COC(=O)C2CCC(C(C)(C)C)CC2)cc1 (centres undefined)	-18	-5
59	COc1ccc(C2CC(=O)c3cnc(N4CCN(Cc5ccccc5)CC4)nc3C2)cc1 (centres undefined)	-12	16
60	OC(c1ccccn1)c1c[nH]c2ccccc12 (centres undefined)	-4	27
61	CC(=O)c1sc(NC(=O)COc2ccc(C)c(C)c2)nc1C	-24	14
62	Cc1ccc(S(=O)(=O)N2CCC(C(=O)OCc3c(C)noc3C)CC2)cc1C	-18	12
63	CCCC(=O)Nc1nc2ccc(C(=O)OCC)cc2s1	-25	16
64	CC(C)(C)OC(=O)N1CCC(CC2CC(c3cccc(Br)c3)=NO2)(C(=O)NCC2CCCCC2)CC1 (centres undefined)	-20	34
65	O=C(Nc1ccccc1C(=O)N1CCCC1)C1COc2ccccc2O1 (centres undefined)	-9	10
66	Cn1ccnc1C(=O)c1ccc(S(=O)(=O)N2CCCC2)cc1	-10	9
67	CCOC(=O)Cn1c(=O)oc2cc(S(=O)(=O)N3CCN(C(=O)c4ccco4)CC3)ccc21	-19	7
68	O=S(=O)([N-]c1nc2ccccc2nc1-[n+]1ccccc1)c1ccc(Cl)cc1	-11	55
69	c1ccc(CCc2nn3c(Cc4ccccc4)nnc3s2)cc1	-29	16
70	CCCc1cc(=O)[nH]c(Nc2ccc(OC)c(Cl)c2)n1	-6	6
71	O=C(Nc1ccc2nc(N3CCOCC3)sc2c1)c1ccc(F)cc1	-29	15
72	CCOC(=O)c1nn(-c2ccccc2Cl)c(=O)cc1OCC(=O)Nc1cccc(OC)c1	-9	24
73	Clc1ccc(Cl)c(OCCCCN2CCNCC2)c1	-24	1
74	COc1ccccc1C(=O)COC(=O)C1CCN(S(=O)(=O)c2ccc(C)c(C)c2)CC1	-12	22
75	COc1ccc(S(=O)(=O)N2CCN=C2SCc2cccnc2)cc1	-17	13
76	Cc1ccccc1OS(=O)(=O)c1cn(C)c(=O)n(C)c1=O	2	6
77	O=C(NCCCN1CCCC1=O)c1cn(-c2ccccc2)nc1-c1ccccc1	-2	4
78	C=CCN=Cc1c(C)[nH]n(-c2ccccc2)c1=O	3	4
79	C=CCOc1ccc(C=Nc2cccc(Cl)c2)c(O)c1	-1	7
80	Cn1cccc1C(=O)NNC(=O)COc1ccc(Br)cc1	-11	2
81	CC1C(=O)N(Cc2ccc([N+](=O)[O-])cc2)c2ccccc2N1C(=O)c1c(F)cccc1F (centres undefined)	-27	10
82	Cc1c(C)c2c(OCC(=O)Nc3ccc(CCO)cc3)cc3c(c2oc1=O)CCC(C)(C)O3	-3	14
83	CCOC(=O)c1c(NC(=O)CN2CCN(C)CC2)sc(C(=O)Nc2ccccc2)c1C	-23	12
84	CCC1(c2ccccc2)NC(=O)N(CC(=O)Nc2ccccc2C(=O)NC2CCCC2)C1=O (centres undefined)	-14	14
85	COc1cc(OC)cc(C(=O)Nn2cc(C(=O)N3CCN(C)CC3)c3ccccc3c2=O)c1	-28	29
86	CC(=O)N1c2ccccc2C(CBr)=CC1(C)C	-18	9
87	CCCOP(=O)(OCCC)c1nc(-c2ccccc2)oc1NCc1ccccc1	-44	12
88	COc1cccc(C2Nc3ccccc3C(=O)N2c2ccc(F)cc2)c1O (centres undefined)	-8	-11
89	O=C(CCNC(=O)c1ccc(Br)cc1)NCc1ccncc1	3	3
90	CC1(C)C2CCC(C2)C1(C)NC(=O)CN1CCOCC1 (centres undefined)	-9	3
91	Cc1ccc(C(=O)OCC(=O)Nc2ncc(Cl)cc2Cl)cc1NC(=O)c1ccco1	-11	10
92	O=C(CSc1ncnc2nc[nH]c12)c1ccc2ccccc2c1	23	84*
93	CCOC(=O)c1c(C)n(C)c2ccc(OCC(O)CNC(CC)CO)cc12 (centres undefined)	-22	26
94	COCCOC(=O)c1c(C)oc2ccc(OC(=O)c3ccco3)cc12	-38	13
95	CCOC(=O)C1CCN(c2ccc(C(=O)O)cc2[N+](=O)[O-])CC1	-20	58
96	CCN(CC)S(=O)(=O)c1ccc(C)c(NC(=O)CN2C(=O)NC3(CCCC3)C2=O)c1	-25	19
97	CN(C)CCCN=Cc1c(-c2ccccc2)[nH]n(-c2nc3ccccc3s2)c1=O	-3	13
98	CN(C(=O)c1ccc2ccccc2c1)c1ccccn1	-8	21
99	O=C(Nc1cccc(Cl)c1)c1cc2c(=O)n3ccccc3nc2s1	-7	33
100	CCOC(=O)Cn1c(=O)oc2cc(S(=O)(=O)NCCC(C)C)ccc21	-1	14

# Further structures.
No.	structure	OX1R antag-2	OX1R antag-1
101	O=C(CS(=O)(=O)Cc1ccccc1)NCc1ccccc1Cl	-23	2
102	CN(C(=O)c1cc(C(=O)N(C)c2ccccc2)cc([N+](=O)[O-])c1)c1ccccc1	-30	15
103	COc1ccc(C(=O)C2CCCN(C(=O)c3ccnn3C)C2)c(C)c1 (centres undefined)	-22	2
104	O=C(CSc1cccc[n+]1[O-])Nc1ccc(Br)cc1Br	-19	4
105	O=C(NC1(Cc2ccccc2)CCN(Cc2ccc(-c3ccccc3)cc2)C1=O)c1ccccc1 (centres undefined)	-2	1
106	COc1cccc(-c2cc(C(=O)NCc3ccc(Cl)cc3)no2)c1	-4	16
107	COc1ccc(-c2cc(C(=O)Nc3cc(C)n(Cc4ccc(Cl)cc4)n3)no2)cc1OC	-16	9
108	COC(=O)C(O)(NC(=O)NC(C)=O)C(F)(F)F (centres undefined)	-14	7
109	C/C(=N\NC(=O)c1ccc(NS(=O)(=O)c2cccs2)cc1)c1ccc(C(C)(C)C)cc1	3	11
110	Cc1ccc(NC(=S)Nc2cccc(-c3n[nH]c(=S)o3)c2)cc1	-5	10
111	CC(=O)Nc1ccc(NC(=O)C(C)OC(=O)c2ccc(N(C)C)cc2)cc1 (centres undefined)	-2	-1
112	Cc1cc(S(=O)(=O)NCCCN2CCOCC2)c(Cl)cc1Cl	-11	1
113	CO/N=C(\Cn1ncc(NC2CCCCC2)c(Br)c1=O)c1ccc(Cl)cc1	-14	14
114	CCN1CCS/C1=C/C=C/C1=[N+](CC)CCS1	5	25
115	CC1(C)CC(=O)C2=C(C1)OC(N)=C(C#N)C2C1C=CCCC1 (centres undefined)	-32	2
116	CC(=O)NC(Cc1c[nH]c2ccccc12)C(=O)NCCc1ccccn1 (centres undefined)	-5	2
117	COc1ccc(S(=O)(=O)Nc2cccc(S(=O)(=O)N3CCCC3)c2)cc1OC	-33	24
118	Cc1ccc2nsnc2c1NC(=O)c1ccc2c(c1)OCCO2	-11	43
119	O=C(OCc1nc2ccccc2[nH]1)C12CC3CC(CC(C3)C1)C2	-19	11
120	O=C(O)Cc1c(-c2ccccc2Cl)c2cc(Br)ccc2[nH]c1=O	3	13
121	CC(=O)c1sc(C(C)(C)C)cc1NC(=O)c1ccccc1C(=O)O	-12	-6
122	Cc1cc(C)c(NC(=O)COC(=O)c2nc3nccc(C)n3n2)c(Cl)c1	-10	1

# Nos. 105 to 109 from above:
No.	structure	OX1R antag-2	OX1R antag-1
105	O=C(NC1(Cc2ccccc2)CCN(Cc2ccc(-c3ccccc3)cc2)C1=O)c1ccccc1 (centres undefined)	-2	1
106	COc1cccc(-c2cc(C(=O)NCc3ccc(Cl)cc3)no2)c1	-4	16
107	COc1ccc(-c2cc(C(=O)Nc3cc(C)n(Cc4ccc(Cl)cc4)n3)no2)cc1OC	-16	9
108	COC(=O)C(O)(NC(=O)NC(C)=O)C(F)(F)F (centres undefined)	-14	7
109	C/C(=N\NC(=O)c1ccc(NS(=O)(=O)c2cccs2)cc1)c1ccc(C(C)(C)C)cc1	3	11

# Fetched one by one from the entries so far (2):
No.	structure	OX1R antag-2	OX1R antag-1
115	CC1(C)CC(=O)C2=C(C1)OC(N)=C(C#N)C2C1C=CCCC1 (centres undefined)	-32	2
109	C/C(=N\NC(=O)c1ccc(NS(=O)(=O)c2cccs2)cc1)c1ccc(C(C)(C)C)cc1	3	11
